Screening data deposited in PubChem BioAssay by NCI.
All columns: NCI-60 one-dose screen, growth in % after 48 h at 10 µM unless noted; 100 = growth as untreated, 0 = no growth, -100 = all killed.
HOP-62 – HOP-62 NSCLC | AID 1794735 | 80,000 compounds, 3.9% hits
HOP-92 – HOP-92 NSCLC cells. AID 1794738. 71,000 compounds, 6.3% hits
RPMI-8226 – RPMI-8226 leukemia cells. AID 1794781. 77,000 compounds, 7.5% hits
EKVX – EKVX NSCLC; 71,000 compounds, 3% hits; AID 1794765
M14 – M14 melanoma | 80,000 compounds, 6.2% hits | AID 1794745
MDA-MB-435 – MDA-MB-435 melanoma. 82,000 compounds, 7.8% hits. AID 1794794
A549/ATCC – A549/ATCC NSCLC; 81,000 compounds, 3.7% hits; AID 1794740
CCRF-CEM – CCRF-CEM leukemia. 77,000 compounds, 7% hits
* hit, by the source's call. How the source made its calls: active means growth percent below 10; inactive means the rest. Random draw from the library. About 13% of those tested had a hit in this group.

C[n+]1ccc(Nc2ccc(NC(=O)c3ccc(C(=O)Nc4ccc(Nc5cc[n+](C)cc5)cc4)cc3)cc2)cc1 was read as HOP-62 80.9, HOP-92 82.9, RPMI-8226 67.0, EKVX 71.3, M14 84.1, MDA-MB-435 77.6, A549/ATCC 80.1 and CCRF-CEM 97.9.
COC(=O)/C=C/NC(=O)c1ccccc1C(=O)OC was read as HOP-62 56.8, HOP-92 88.0, RPMI-8226 108.8, EKVX 93.0, M14 98.1, MDA-MB-435 105.3, A549/ATCC 90.8 and CCRF-CEM 105.5.
For C#CCNC(=O)[C@H](Cc1ccccc1)NC(=O)[C@]12CC[C@@H](C(=C)C)[C@@H]1[C@H]1CC[C@@H]3[C@@]4(C)CCC(=O)C(C)(C)[C@@H]4CC[C@@]3(C)[C@]1(C)CC2 the results were HOP-62 77.1, HOP-92 66.0, RPMI-8226 38.0, EKVX 79.0, M14 81.7, MDA-MB-435 85.0, A549/ATCC 53.9 and CCRF-CEM 65.1.
`N=C(N)n1c(N)nc2ccccc2c1=O` gave HOP-62 94.3, HOP-92 69.4, RPMI-8226 95.5, EKVX 95.8, M14 102.4, MDA-MB-435 102.3, A549/ATCC 97.5 and CCRF-CEM 104.8.
Screening OC(c1cc(-c2ccc(Cl)cc2)nc2c(Cl)cccc12)C1CCCCN1 (stereo not drawn) returned HOP-62 -92.2*, HOP-92 -29.4*, RPMI-8226 -17.3*, EKVX -32.9*, MDA-MB-435 -78.8*, A549/ATCC -82.9* and CCRF-CEM -59.1*.
Cc1nc2sccn2c1-c1csc(Nc2ccccc2Cl)n1 was read as HOP-62 54.2, HOP-92 60.9, RPMI-8226 38.9, M14 36.9, MDA-MB-435 2.8*, A549/ATCC 34.4 and CCRF-CEM 48.6.
Screening COc1ccccc1N/N=C/c1cc(OC)c(OC)c(OC)c1 returned HOP-62 99.0, HOP-92 101.3, RPMI-8226 92.3, EKVX 90.3, M14 93.7, MDA-MB-435 98.5, A549/ATCC 91.6 and CCRF-CEM 84.1.
For CCOC(=O)c1sc2ncnc(Nc3ccc(OCc4ccc(Cl)cc4)cc3)c2c1C the results were HOP-62 89.1, HOP-92 92.7, RPMI-8226 89.1, EKVX 87.0, M14 96.6, MDA-MB-435 98.8, A549/ATCC 84.0 and CCRF-CEM 96.4.
`Cc1ccnc2ccccc12` gave HOP-62 101.0, HOP-92 109.0, RPMI-8226 102.7, EKVX 107.5, M14 106.8, MDA-MB-435 108.5, A549/ATCC 124.7 and CCRF-CEM 115.2.
For Cc1[nH]c(C2CC(c3ccc(C(F)(F)F)c(F)c3)=NN2c2ccccc2)c(C)c1C(=O)NCC(F)(F)F (stereo not drawn) the results were HOP-62 91.4, HOP-92 112.9, RPMI-8226 70.7, EKVX 69.3, M14 94.8, MDA-MB-435 98.1, A549/ATCC 84.8 and CCRF-CEM 79.4.
O=C(O)COc1cccc2cccnc12 was read as HOP-62 104.9, HOP-92 116.0, RPMI-8226 108.4, EKVX 106.7, M14 104.8, MDA-MB-435 113.2, A549/ATCC 102.3 and CCRF-CEM 101.1.
For CCCCCCCCCCCCOC(=O)CCSCCC(=O)OCCCCCCCCCCCC the results were HOP-62 109.7, HOP-92 112.2, RPMI-8226 101.6, M14 113.5, MDA-MB-435 105.2 and A549/ATCC 96.7.
Screening O=S(=O)(NC1C2c3ccccc3C(c3ccccc32)C1O)c1ccc(Cl)cc1 (stereo not drawn) returned HOP-62 82.5, HOP-92 82.5, RPMI-8226 102.6, EKVX 92.1, M14 104.4, MDA-MB-435 100.7, A549/ATCC 88.0 and CCRF-CEM 94.4.
C=CCSc1nnc(-c2ccc3nc(-c4ccc(OC)c(OC)c4)[nH]c3c2)o1 was read as HOP-62 119.9, HOP-92 112.8, RPMI-8226 95.2, EKVX 102.5, M14 109.3, MDA-MB-435 108.9, A549/ATCC 109.8 and CCRF-CEM 102.8.
For O=C(c1ccccc1)C(Cc1ccccc1)c1ccccc1 (stereo not drawn) the results were HOP-62 91.5, HOP-92 84.0, RPMI-8226 96.0, EKVX 84.8, M14 92.0, MDA-MB-435 106.2, A549/ATCC 83.7 and CCRF-CEM 94.3.

No new results follow: entries from further up.
Screening O=S(=O)(NC1C2c3ccccc3C(c3ccccc32)C1O)c1ccc(Cl)cc1 (stereo not drawn) returned HOP-62 82.5, HOP-92 82.5, RPMI-8226 102.6, EKVX 92.1, M14 104.4, MDA-MB-435 100.7, A549/ATCC 88.0 and CCRF-CEM 94.4.
C=CCSc1nnc(-c2ccc3nc(-c4ccc(OC)c(OC)c4)[nH]c3c2)o1 was read as HOP-62 119.9, HOP-92 112.8, RPMI-8226 95.2, EKVX 102.5, M14 109.3, MDA-MB-435 108.9, A549/ATCC 109.8 and CCRF-CEM 102.8.
For O=C(c1ccccc1)C(Cc1ccccc1)c1ccccc1 (stereo not drawn) the results were HOP-62 91.5, HOP-92 84.0, RPMI-8226 96.0, EKVX 84.8, M14 92.0, MDA-MB-435 106.2, A549/ATCC 83.7 and CCRF-CEM 94.3.

In the list so far, these contain an aryl methoxy group:
Screening COc1ccccc1N/N=C/c1cc(OC)c(OC)c(OC)c1 returned HOP-62 99.0, HOP-92 101.3, RPMI-8226 92.3, EKVX 90.3, M14 93.7, MDA-MB-435 98.5, A549/ATCC 91.6 and CCRF-CEM 84.1.
C=CCSc1nnc(-c2ccc3nc(-c4ccc(OC)c(OC)c4)[nH]c3c2)o1 was read as HOP-62 119.9, HOP-92 112.8, RPMI-8226 95.2, EKVX 102.5, M14 109.3, MDA-MB-435 108.9, A549/ATCC 109.8 and CCRF-CEM 102.8.

Further compounds
For COc1ccc(CNC(=O)CSc2nc3ccccc3c(=O)n2CCc2ccc(S(N)(=O)=O)cc2)cc1 the results were HOP-62 93.1, HOP-92 134.1, RPMI-8226 77.5, EKVX 91.6, M14 112.4, MDA-MB-435 99.7, A549/ATCC 96.1 and CCRF-CEM 78.7.
Screening CC(/C=C1\SC(=S)N(CC(=O)NC(Cc2c[nH]c3ccccc23)C(=O)O)C1=O)=C\c1ccccc1 (stereo not drawn) returned HOP-62 96.3, HOP-92 106.1, RPMI-8226 104.8, EKVX 98.5, M14 102.6, MDA-MB-435 104.4, A549/ATCC 103.1 and CCRF-CEM 103.8.
`Nc1nonc1-c1nc2ccccc2n1CCO` gave HOP-62 98.6, HOP-92 99.7, RPMI-8226 107.2, M14 104.4, MDA-MB-435 108.0, A549/ATCC 102.0 and CCRF-CEM 112.4.
For COc1cc(C2=NNC(=O)Cc3cc4c(cc32)OCCO4)ccc1N the results were HOP-62 101.6, RPMI-8226 103.4, EKVX 109.9, M14 104.5, MDA-MB-435 103.0, A549/ATCC 102.7 and CCRF-CEM 99.5.
`COC(=O)C1=Nc2c/c(=C\c3cc(-c4cc(OC)ccc4OC)oc3O)oc2=C1` gave HOP-62 97.2, HOP-92 15.5, RPMI-8226 92.3, MDA-MB-435 202.2, A549/ATCC 112.1 and CCRF-CEM 103.5.
Screening O=C(CSc1nccc(Nc2ccc(S(=O)(=O)Nc3nccs3)cc2)n1)c1ccc(F)cc1 returned HOP-62 105.6, HOP-92 106.3, RPMI-8226 108.1, EKVX 97.5, M14 101.0, MDA-MB-435 104.2, A549/ATCC 103.5 and CCRF-CEM 107.8.
Nc1nc(-c2ccccc2Cl)cc(-c2cc3ccccc3oc2=O)n1 was read as HOP-62 84.5, RPMI-8226 93.7, EKVX 80.2, M14 92.8, MDA-MB-435 104.3, A549/ATCC 101.7 and CCRF-CEM 115.8.
For CCCCN(C(=O)CCC)c1ccccc1 the results were HOP-62 102.3, RPMI-8226 106.6, EKVX 113.8, M14 100.6, MDA-MB-435 110.6, A549/ATCC 100.8 and CCRF-CEM 105.6.
For CCOC(=O)C(=Cc1ccccc1F)C(=O)OCC the results were HOP-62 137.5, HOP-92 103.0, RPMI-8226 93.1, EKVX 97.6, M14 85.8, MDA-MB-435 84.6, A549/ATCC 90.3 and CCRF-CEM 95.8.
Screening CCCN1C(=O)/C(=c2\sc3n(c2=O)NC2C(N=3)N(CC)C(=O)N2CC)c2ccccc21 (stereo not drawn) returned HOP-62 50.8, HOP-92 86.2, RPMI-8226 45.5, EKVX 55.7, M14 23.3, MDA-MB-435 -10.6*, A549/ATCC 42.0 and CCRF-CEM 25.1.
CCOC(=O)/C=C1/SC(=Nc2ccc(C)cc2)N(Cc2ccco2)C1=O was read as HOP-62 71.5, HOP-92 56.7, RPMI-8226 36.3, EKVX 88.0, M14 70.4, MDA-MB-435 74.6, A549/ATCC 68.8 and CCRF-CEM 24.8.
COc1ccc(NC(=O)CCn2ccccc2=O)cc1 was read as HOP-62 107.5, HOP-92 97.9, RPMI-8226 95.6, M14 104.0, MDA-MB-435 97.0, A549/ATCC 102.6 and CCRF-CEM 104.8.
Screening CCOC(=O)C1=C(C)N=c2s/c(=C\c3ccccc3O)c(=O)n2C1c1ccc(OC)c2ccccc12 (stereo not drawn) returned HOP-62 29.2, HOP-92 4.8*, RPMI-8226 -15.1*, M14 -71.7*, MDA-MB-435 -76.6*, A549/ATCC -21.1* and CCRF-CEM 2.5*.
Screening O=[N+]([O-])c1cccc(-c2nc3sccn3c2-c2ccnc(NCCNS(=O)(=O)c3ccc(Br)cc3)n2)c1 returned HOP-62 95.8, HOP-92 78.1, RPMI-8226 27.6, EKVX 61.5, M14 68.2, MDA-MB-435 46.0, A549/ATCC 53.6 and CCRF-CEM 41.6.
Screening CNc1ccc(CSc2ccc(C)cc2)cc1 returned HOP-62 90.4, RPMI-8226 20.8, EKVX 101.9, M14 84.7, MDA-MB-435 85.2, A549/ATCC 42.4 and CCRF-CEM 43.7.
Screening C/C(=N/Nc1ccc([N+](=O)[O-])cc1[N+](=O)[O-])C(C)(C)C returned HOP-62 110.4, HOP-92 100.6, RPMI-8226 101.9, EKVX 92.9, M14 115.7, MDA-MB-435 103.6, A549/ATCC 58.3 and CCRF-CEM 86.8.
`CCCC(=O)NC(c1cccnc1)c1ccc2c(C)ccnc2c1O` (stereo not drawn) gave HOP-62 23.4, HOP-92 47.2, RPMI-8226 32.1, EKVX 15.1, M14 9.5*, MDA-MB-435 30.6, A549/ATCC 16.0 and CCRF-CEM 4.5*.
`Cc1c(C(=O)C(SC(=S)N2CCN(c3ccccc3)CC2)SC(=S)N2CCN(c3ccccc3)CC2)nnn1-c1ccc([N+](=O)[O-])cc1` gave HOP-62 96.8, HOP-92 84.9, RPMI-8226 99.9, EKVX 110.0, M14 106.8, MDA-MB-435 105.5, A549/ATCC 94.0 and CCRF-CEM 94.3.
Screening O=C(Nc1ncccc1OCc1ccc(F)cc1)Nc1cccc2ccccc12 returned HOP-62 93.3, HOP-92 91.3, RPMI-8226 79.7, EKVX 91.4, M14 83.4, MDA-MB-435 77.7, A549/ATCC 74.6 and CCRF-CEM 78.5.
`COC(=O)CCCCCCCCC(C)c1ccc(C(C)=O)cc1` (stereo not drawn) gave HOP-62 100.3, HOP-92 113.4, RPMI-8226 121.2, EKVX 95.3, M14 121.3, MDA-MB-435 97.1, A549/ATCC 105.2 and CCRF-CEM 110.9.
N#Cc1c(N)n2c(nc1=Nc1ccc([N+](=O)[O-])cc1)sc1cc(Cl)ccc12 was read as HOP-62 101.8, HOP-92 57.6, RPMI-8226 49.7, EKVX 84.3, M14 105.2, MDA-MB-435 97.9, A549/ATCC 105.7 and CCRF-CEM 83.6.
`CC(C)Cn1cnc2c3ccccc3nc(NCn3nc(-c4cc(Cl)cc(Cl)c4Cl)n(/N=C/c4ccc(F)cc4)c3=S)c21` gave HOP-62 92.7, HOP-92 114.3, RPMI-8226 191.2, EKVX 93.4, M14 105.6, MDA-MB-435 101.9 and A549/ATCC 84.3.
Screening Cc1ccc(F)cc1N/C=c1\s/c(=C(\C#N)C(=O)Nc2ccccc2)n(-c2ccccc2)c1=O returned HOP-62 51.8, HOP-92 27.6, RPMI-8226 84.9, EKVX 86.7, M14 82.4, MDA-MB-435 98.5, A549/ATCC 37.7 and CCRF-CEM 84.7.
For CCOC(=O)C(CCC1CCCCC1)C(C)=O (stereo not drawn) the results were HOP-62 113.0, HOP-92 378.7, RPMI-8226 168.1, EKVX 100.6, M14 113.9, MDA-MB-435 97.8, A549/ATCC 113.7 and CCRF-CEM 162.5.
`CC(C)CC(N)C(=O)NNc1n[nH]c(=S)n1N` (stereo not drawn) gave HOP-62 102.3, HOP-92 99.9, RPMI-8226 104.0, EKVX 93.7, M14 100.4, MDA-MB-435 96.0, A549/ATCC 103.1 and CCRF-CEM 102.0.
For CCCCN(CCCC)c1ccc(C(=N)c2ccc(N(CCCC)CCCC)cc2)cc1 the results were HOP-62 -96.8*, HOP-92 -83.0*, RPMI-8226 -74.3*, EKVX -13.9*, M14 -90.3*, MDA-MB-435 -72.4* and A549/ATCC -86.6*.
Screening ClC(Cl)(Cl)C1CO1 (stereo not drawn) returned HOP-62 114.1, RPMI-8226 102.0, EKVX 105.4, M14 106.0, MDA-MB-435 109.4, A549/ATCC 99.4 and CCRF-CEM 100.9.
Cc1c(Cl)ccc2c(C(O)CBr)cc(-c3ccccc3)nc12 (stereo not drawn) was read as HOP-62 98.0, HOP-92 67.6, EKVX 105.7, MDA-MB-435 105.5, A549/ATCC 93.6 and CCRF-CEM 81.2.
